Assay outcomes (PubChem)
KDM5B inh: blocks human KDM5B histone demethylase activity | Q9UGL1 | KDM5B demethylase, FDH-coupled NADH fluorescence (FDH is formaldehyde dehydrogenase) | Potency, µM (series often up to 57.7 µM), for the others: at the highest dose activity change, negative = inhibition, actives largely listed as inhibitors | hit rate 2.6% among 220,000 | AID 1347165; active means well fitted inhibition curve with a large enough effect; inconclusive means small, poorly fitted or top-dose-only effect; inactive means no such curve, though single readings can be large or run the other way; further: 0% is about no effect; nearly all actives have a fitted effect of over 70% in size
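Here, H3K4me3 peptide (12.5 µM in substrate mix) is demethylated by KDM5BΔAP, 200 nM final, after 10 min compound exposure. Formaldehyde product is coupled through FDH (0.25 U/mL in mix) to NADH fluorescence; 30-min ΔRFU feeds dose-response curves.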
Starred values were filed as active, the others as inactive; u = inconclusive; [ ] = another dose, or the depositor's remark. Potency means the concentration at half of the fitted maximal effect. A portion of the library (hit frequency here may not be typical).

Compound | KDM5B inh
FC(F)(F)c1ccc(/C=N/Nc2ccccc2Cl)cc1 | 2%
O=C(O)c1cnc(-c2ccccc2)[nH]1 | -1%
CCCCN(C)C(=O)C1CCC(Cn2c(=O)c3sccc3n(CC(=O)N(CC)CC)c2=O)CC1 (stereo not drawn) | 11%
NCc1cccc(-c2ccc3c(c2)C(=O)N2CC[C@H](NC(=O)c4cccc(F)c4)[C@H]2C(=O)N3)c1 | u
CCc1cccc(C)c1NC(=O)CCn1c(=O)n(CC)c2ccccc21 | -9%
CN1CC(=O)N(c2ccc(Cl)cc2)Cc2c(NC3CCNCC3)ncnc21 | u
Cc1ccc(NC(=O)n2ncc3c(C)cccc32)c(C)c1 | 16%
Cc1onc(-c2c(Cl)cccc2Cl)c1NC(=O)N(C)N | 2%
Cc1cc(C)n(CCC(=O)N2CCc3c(c(C(=O)N4CCOCC4)nn3CCc3ccccc3)C2)n1 | 0%
COc1ccc(N(C=O)C(=S)SC)cc1 | 38%
CCc1ccc(CNC(=O)c2ccc(CN3C(=O)NC4(CCOCC4)C3=O)cc2)cc1 | -2%
Cc1cc(C)c2c(CC(=O)Nc3cccnc3)coc2c1 | 8%
NCC1CCN(Cc2ccco2)C1 (stereo not drawn) | -53%
O=C(Cc1ccccc1F)N1C[C@@H](CO)[C@H](c2ccccn2)C1 | 39%
COC1C(=O)N(c2cccc(F)c2)C12CCN(S(=O)(=O)c1ccccc1C)CC2 (stereo not drawn) | -25%
Cc1ccc(COc2ccc(C3C(C#N)=C(N)Oc4cc(O)ccc43)cc2)cc1 (stereo not drawn) | u
COc1ccc(NC(=O)CCn2cccn2)cc1OC | 9%
COc1ccc(OC)c(CNC(=O)c2scnc2C)c1 | 9%
Cc1ccc(NC(=O)CN(C)C(=O)CN2CCCC(C(F)(F)F)C2)cc1 (stereo not drawn) | 24%
CCc1ccc(NS(=O)(=O)c2ccc(C(=O)N(C)C)s2)cc1 | -19%
COc1ccc(-n2nc(C3CCCN(C(=O)C(C)(C)C)C3)[nH]c2=O)cc1 (stereo not drawn) | 13%
COc1ccc(Cl)cc1NC(=O)CCCn1c(=O)c2cccn2c2cccnc21 | -41%
CC1=C[C@@H](CNC(=O)NC(C)C)[C@H](C(C)C)C[C@H]1Cc1nnc(-c2ccncc2)o1 | u
Oc1c(C(c2ccc(Br)cc2)N2CCOCC2)sc2nc(-c3ccco3)nn12 (stereo not drawn) | u
O=C(c1ccccn1)N1CCC2(CC1)CC(Cc1ccccc1)CCO2 (stereo not drawn) | -15%
O=C(O)c1ccc(F)cc1Br | 12%
CC(C)c1ccc(S(=O)(=O)N2CCN(CC(=O)NC(C)c3cccs3)CC2)cc1 (stereo not drawn) | -35%
CC(=O)N1CCC(N2CCOC[C@H]2c2ncc(-c3ccc(Cl)s3)[nH]2)CC1 | -28%[86.2 µM]
CCc1ccc(S(=O)(=O)c2cn(C)c3cc(N4CCC(C)CC4)c(F)cc3c2=O)cc1 | u
O=C(O)CCc1ccc(S(=O)(=O)NCc2ccco2)cc1 | 12%
O=C(Nc1cccc(-n2cccn2)c1)C1CCCN1C(=O)c1ccsc1 (stereo not drawn) | 8%
CN1c2cccnc2CN(Cc2ccc(OC(F)(F)F)cc2)CC[C@H]1CO | -5%[86.2 µM]
CN(C(=O)Cn1ncc2c1-c1ccccc1OC2)c1ccc(Br)cc1 | u
Cc1cccc(C(=O)N2CCC(n3cnnc3C3CC3)CC2)c1 | 18%
O=C1c2ccccc2NC(c2cc3ccccc3[nH]c2=O)N1C1CC1 (stereo not drawn) | u
CC1=C(C(=O)OC2CCCCCC2)C(c2c(Cl)cccc2Cl)CC(=O)N1 (stereo not drawn) | -21%
CC1(COc2ccccc2)COc2ccc(C(=O)N3CCOCC3c3ccncc3)cc2N1 (stereo not drawn) | u
CCn1nccc1C(=O)NCCC1CCN(C(=O)Nc2cccc(C)c2)CC1 | 10%
Cc1nc2cc(NC(=O)C(C)Oc3ccc(C#N)cc3)ccc2o1 (stereo not drawn) | 17%
O=C(Nc1ccccc1)N1CCCC1c1nnc2n1CCNC2 (stereo not drawn) | 21%[149 µM]
O=C(c1ccc(Cl)cn1)N1CCCCC12Cc1ccccc1NC2=O (stereo not drawn) | -1%
NC(=O)c1ccc(NC(=O)COC(=O)c2cc(=O)[nH]c3ccccc23)cc1 | -26%
O=c1oc2ccc(F)cc2cc1S(=O)(=O)N1CCc2ccccc2C1 | 7%
COc1ccccc1CN(Cc1cccnc1)S(=O)(=O)c1ccc(-n2cnnn2)c(OC)c1 | 1%
Cn1ccnc1C(NC(=O)Nc1ccc(Cl)cc1)c1ccccc1F (stereo not drawn) | -4%
CCC(Cc1ccccc1)NC(=O)Cn1nc(C)n2c(cc3occc32)c1=O (stereo not drawn) | -26%
O=C(N[C@H](c1cccs1)C1CC(O)C1)c1ccc(N2CCOCC2)cc1 (stereo partly drawn) | 9%
CC(=O)c1cc(C(=O)NCc2cccnc2N(C)Cc2ccccc2)cs1 | -26%
CC1(C)CC(=O)c2cc(-c3nc(-c4ccccc4)cs3)c(=O)[nH]c2C1 | u
COc1ccc(-c2nc3c(c(-c4ccccc4)n2)CN(C(=O)c2ccccc2Cl)CC3)cc1 | 23%
OC1c2cc(Br)ccc2N=C2CCCN21 (stereo not drawn) | -6%
COc1ccc(OC)c(NC(=O)CN2C(=O)COc3ccc(S(=O)(=O)NC4CCCC4)cc32)c1 | u
Nc1ccccc1C1CC1(Cl)Cl (stereo not drawn) | -21%
CN1CCN(C(=O)c2ccccc2NC(=O)C(C)(C)C)CC1 | -2%
CN(C)Cc1cc(C[C@@H]2C[C@H](NC(=O)C3CCC3)C2(C)C)no1 | 22%[86.2 µM]
CC(=O)c1c(C)oc2c(Br)cc(NS(=O)(=O)c3ccc(Br)cc3)cc12 | -27%
CCOc1cc(S(=O)(=O)NCCc2c(C)[nH]c3ccc(C)cc23)ccc1Br | -17%
NC(=O)C(c1ccccc1)N(Cc1cccs1)C1CC1 (stereo not drawn) | -23%
O=C(Cc1ccc(F)cc1)N1CCOc2ccc(CN3CCc4ccccc4C3)cc2C1 | -15%
CCc1ccc(S(=O)(=O)N(C)CC2CCOC2)cc1 (stereo not drawn) | 28%

Arranged by value in KDM5B inh (descending): 5 of the compounds above
structure,KDM5B inh
Cc1ccc(NC(=O)CN(C)C(=O)CN2CCCC(C(F)(F)F)C2)cc1 (stereo not drawn),24%
CCc1cccc(C)c1NC(=O)CCn1c(=O)n(CC)c2ccccc21,-9%
O=C(c1ccccn1)N1CCC2(CC1)CC(Cc1ccccc1)CCO2 (stereo not drawn),-15%
NC(=O)C(c1ccccc1)N(Cc1cccs1)C1CC1 (stereo not drawn),-23%
COc1ccc(Cl)cc1NC(=O)CCCn1c(=O)c2cccn2c2cccnc21,-41%

The listing continues:
Compound | KDM5B inh
CNC(=O)c1cc[nH]c1C1CCCN(C(=O)c2ccc(OC)nc2)C1 (stereo not drawn) | 11%
CCC12CN3CC(C)(CN(C1)C3c1ccccc1C)C2=O (stereo not drawn) | 11%
O=C(c1cccc2[nH]ccc12)N1CCC(N2C(=O)C3(CCCCC3)C2c2ccncc2)CC1 (stereo not drawn) | 22µM*
COc1ccc(CN2CC[C@@H](CO)N(C)c3nc(C)ccc3C2)cc1 | u
CCc1ccc(C(=O)N2CCCC(c3nccn3Cc3ccncc3)C2)s1 (stereo not drawn) | 33%[activator]
N#Cc1cccnc1N1CCN(C(C(=O)O)c2c[nH]c3ccc(Br)cc23)CC1 (stereo not drawn) | u
O=C(O)c1ccc2[nH]ccc2c1 | 0%
Cc1ccc(-n2nc(-c3ccc(OC(F)(F)F)cc3)cc2N)cc1C | -8%
O=S(=O)(c1ccc(Cl)s1)N1CCC2(CC1)OCCO2 | 14%
CCc1nnc(CN(CC)C(=O)c2cc(S(N)(=O)=O)ccc2F)o1 | 20%
COc1ccc(-c2nc(C(C)C)nc3c2CCN(C(=O)Cc2ccccn2)CC3)cc1 | -29%
COc1ccc(CNC(=O)CN2C(=O)COc3ccc(S(=O)(=O)NC4CCCC4)cc32)cc1 | -33%
COCCN1CCCC2(CCN(C(=O)c3ccccc3)C2)C1 (stereo not drawn) | -10%
CC(=O)Nc1ccc(CN2CC3(C2)C(=O)Nc2ccccc23)cc1 | 9%[149 µM]
Cc1ccc(C)c(CN2CC(C(=O)NCc3ccncc3)C3(CCOCC3)C2)c1 (stereo not drawn) | 0%
CCCCCC1CCC(c2ccc(OC(=O)c3ccco3)cc2)CC1 (stereo not drawn) | 6%
Cc1ccc(C(=O)NC(Nc2cccc(C(F)(F)F)c2)C(Cl)(Cl)Cl)cc1 (stereo not drawn) | 5%
CCOc1ccccc1NC(=O)c1cccc2c1C(=O)N(C1CCCCC1)C2 | 10%
CC(C)NC(=O)N1CCC(O)(c2csc(CN3CCc4ccccc4C3)n2)CC1 | 2%[86.2 µM]
CO[C@H]1[C@H](NC(=O)Cc2cccnc2)c2ccccc2C12CCNCC2 | -28%
O=C(O)CC(NC(=O)c1ccc(-c2ccc(F)cc2)s1)C(=O)O (stereo not drawn) | u
COc1cc(C(=O)NCc2nc3cccnc3n2Cc2ccc(C)cc2)cc(OC)c1OC | -19%
CN(C)C(=O)c1ccnc(-c2nnc3ccc(NCCc4ccccc4)nn23)c1 | u
COc1ccc(/C=C/C(=O)NC2CCCCCCCCCCC2)cc1 | 1%
COc1ccc(NC(=O)C2=NO[C@@H]3CN(Cc4ccc(F)cc4)C[C@H]23)cc1 | -6%[86.2 µM]
CC(C)NC(=O)N1CNC(=O)C12CCN(C(=O)Cc1ccc(O)cc1)CC2 | 5%[115 µM]
CCOCCn1c(=O)[nH]c2cc(C(=O)N(C)Cc3nccs3)ccc21 | -25%
COc1ccc(C(=O)N[C@@H]2CN(C(=O)Nc3ccc(F)cc3)CCC[C@H]2O)cc1 | -19%[86.2 µM]
N=C(N)C1CC1 | -19%
Cc1ccc([S+](=O)([O-])N2CCCN(c3nc4ncccc4o3)CC2)cc1 | -19%
COc1ccc(C(=O)N2CCC(Oc3ccc(C(=O)N(C)C)cn3)CC2)cc1 | -12%
COc1cccc(S(=O)(=O)N2CCC3(CC2)CC(CC(=O)NC2CC2)CCO3)c1 (stereo not drawn) | 17%
CCOc1ccc(NC(=O)CSc2nc3c(oc4ccccc43)c(=O)n2-c2ccccc2C)cc1 | -21%
COc1ccccc1CNc1nc(-c2ccc(CNC(C)=O)cc2)cs1 | u
CCOc1ccccc1N(CC(=O)Nc1ccc(S(=O)(=O)N2CCOCC2)cc1)S(C)(=O)=O | 9%
CC(=O)N1CC2(Cc3ccccc31)CN(C(=O)c1ccccc1C)C2 | -4%[86.2 µM]
N#Cc1ccc(S(=O)(=O)N2CC(n3cc(C(=O)NCc4ccccc4)nn3)C2)cc1 | -8%
O=C(NCCc1ccccc1)c1ccc2c(c1)N(Cc1ccc(F)cc1)C(=O)c1ccccc1S2(=O)=O | -37%
CCC(Sc1nccn1-c1cccc(F)c1)C(=O)Nc1cc(C)on1 (stereo not drawn) | 21%
Cc1ccccc1/C=N/Nc1ccc(S(=O)(=O)Nc2ccc(Cl)cc2)cc1[N+](=O)[O-] | 20%
O=C(c1cccs1)N1CCCc2cc(NS(=O)(=O)c3ccc(Br)cc3)ccc21 | -20%
COc1ccc(-c2ocnc2C(=O)NCc2cc(OC)c(OC)c(OC)c2)cc1 | u
COc1ccccc1C(=O)N1CCC(c2noc(-c3ccc(S(=O)(=O)N4CCCC4)cc3)n2)CC1 | -6%
O=C(COC(=O)c1ccco1)c1ccc2c(c1)OCCCO2 | 14%
Cc1ccc(OCc2ccc(-c3nc(C#N)c(NCCCN(C)C)o3)o2)cc1 | u
N#CCSc1sc(=S)sc1SCC#N | u
CCCCc1cc(=O)oc2c(C)c(OCC(=O)NCCN3CCOCC3)ccc12 | -31%
COc1ccc(-c2cc(-c3ccc(F)cc3)nc3c2COc2ccc(F)cc2-3)cc1 | -23%
O=C1NC(C(=O)N2CCN(Cc3ccc(F)cc3F)CC2)Cn2cccc21 (stereo not drawn) | 6%
COc1ccc(C(C)C)cc1S(=O)(=O)NC1CCCC1 | 4%
C#CCOc1ccc2ccccc2c1/C=C(\C#N)c1ccc(Cl)cc1 | 9%
Cc1ccc(C)c(C(=O)N2CCC3(CC2)NC(=O)N(c2cccc(F)c2)N3)c1 | -21%
COc1ccc(S(=O)(=O)NCc2cccn2Cc2cccc(C)c2)cc1 | -6%
COc1ccc(C(=O)OCC(=O)N2c3ccccc3Sc3ccccc32)cc1OC | 1%
Cc1ccc(NC(=O)Nc2cc3c(cc2N2CCCCC2)n(C)c(=O)n3C)cc1Cl | -3%
O=C(NCCC1CCN(C(=O)Nc2ccccc2F)CC1)C1CCCC1 | 2%
Cc1ccc(CN(C)C(=O)Cc2c[nH]c3ccccc23)cc1 | -4%
CC(C)N(C)S(=O)(=O)c1ccc(Cl)c(C(=O)NCc2ccnc(N3CCCC3)c2)c1 | 18%
CCOc1ccc(CCNC(=O)CN2C(=O)c3cccnc3Oc3ccc(Cl)cc32)cc1 | 2%
O=C(CSc1ncnc2ccccc12)Nc1ccccc1 | 4%

Sorted by count of non-hydrogen atoms (falling): some entries from above
Compound | KDM5B inh
CC1=C[C@@H](CNC(=O)NC(C)C)[C@H](C(C)C)C[C@H]1Cc1nnc(-c2ccncc2)o1 | u
CCn1nccc1C(=O)NCCC1CCN(C(=O)Nc2cccc(C)c2)CC1 | 10%
COc1ccc(NC(=O)C2=NO[C@@H]3CN(Cc4ccc(F)cc4)C[C@H]23)cc1 | -6%[86.2 µM]
CC(=O)N1CCC(N2CCOC[C@H]2c2ncc(-c3ccc(Cl)s3)[nH]2)CC1 | -28%[86.2 µM]
